# Bim-Bcl-W = human Bim-Bcl-W interaction inhibition | Q92843 | bead-based flow cytometry, Bim peptide-Bcl-W binding | inhibition, % at 10 µM | 0.02% of 190,000 active | AID 952;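 further: 0% = bound tracer without compound and 100% = peptide blocker; higher means less fluorescent Bim peptide bound to Bcl-W beads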
# Mcl-1 Bim block = disrupts Bim peptide binding to human Mcl-1; Q07820; Bead-based flow cytometry, Bim peptide-Mcl-1 binding; inhibition, % at 10 µM; 0.1% of 190,000 active; AID 1009;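 further: 0% = no compound tracer wells and 100% = peptide blocker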
# Target sequence (Q07820 whole entry, looked up): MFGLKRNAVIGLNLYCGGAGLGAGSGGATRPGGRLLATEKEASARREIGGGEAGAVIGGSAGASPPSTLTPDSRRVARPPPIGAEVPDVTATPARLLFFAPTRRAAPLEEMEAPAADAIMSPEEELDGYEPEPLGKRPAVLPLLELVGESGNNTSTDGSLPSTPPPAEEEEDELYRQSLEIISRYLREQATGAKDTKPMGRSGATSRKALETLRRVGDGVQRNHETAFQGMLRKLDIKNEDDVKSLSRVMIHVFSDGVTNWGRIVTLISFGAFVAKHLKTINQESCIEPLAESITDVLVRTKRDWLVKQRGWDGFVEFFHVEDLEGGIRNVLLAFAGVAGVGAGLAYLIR
# RGS7-Gao = regulators of human RGS7-Galphao interaction; P09471; Multiplexed bead flow cytometry, RGS7-Galphao binding; actives lie on both sides; binding response (% of control), % at 10 µM; 0.35% of 220,000 active; AID 1439; in the data active means binding response below about 49% or above about 150%; inconclusive means no clear call, values can overlap the other calls; inactive means in between;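 further: fluorescent Galphao held in activated GDP-AlF4 state binding bead-coupled RGS7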
# Target sequence (P09471 whole entry, looked up): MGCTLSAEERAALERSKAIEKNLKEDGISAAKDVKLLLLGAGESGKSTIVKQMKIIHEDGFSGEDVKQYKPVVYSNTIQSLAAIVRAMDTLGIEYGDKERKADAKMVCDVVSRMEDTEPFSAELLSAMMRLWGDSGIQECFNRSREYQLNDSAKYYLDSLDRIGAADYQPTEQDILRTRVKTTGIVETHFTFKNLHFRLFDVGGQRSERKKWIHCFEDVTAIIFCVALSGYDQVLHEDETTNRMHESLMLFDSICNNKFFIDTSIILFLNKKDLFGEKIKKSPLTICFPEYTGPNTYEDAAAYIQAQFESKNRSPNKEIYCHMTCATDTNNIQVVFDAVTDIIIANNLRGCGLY
# RGS8-Gao reg = regulators of human RGS8-Galphao interaction; P09471; response (percent of control binding), % at 10 µM; 0.34% of 220,000 active; multiplexed bead flow cytometry, RGS8-Galphao binding; actives lie on both sides; AID 1423; in the data active means response below about 60% or above about 140%; inactive means in between;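 further: Galphao activated as the GDP aluminium fluoride complex binding bead-coupled RGS8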
# Mcl1 Bid PPI = Mcl-1/Bid interaction inhibition. Q07820. TR-FRET Mcl-1/Bid-Dy647 peptide binding, 1536-well. inhibition, % at 21.7 µM. 0.97% of 220,000 active. AID 1021;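 active means compounds that cut the binding signal by more than half at the single screening dose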;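 further: His-tagged Mcl-1 with europium anti-His antibody binding Bid BH3 peptide; 0% = Mcl-1 plus peptide wells and 100% = peptide-only wells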
# GSH fluor = compound fluoresces at 488/530 nm on GSH beads; 0.25% of 190,000 active; GSH beads flow cytometry, compound fluorescence 488/530 nm; active compounds read high; fluorescence (KMESF) at 10 µM; in the data active means fluorescence above about 89;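 further: glutathione beads carrying GST-tagged Bcl family fusion proteins plus one bare bead set; values are compound well signal with DMSO vehicle wells as background; inactives centre near 16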
# Bim-Bcl-2 = inhibitors of Bim-Bcl-2 interaction, human | inhibition, % at 10 µM | P10415 | Bead-based flow cytometry, Bim peptide-Bcl-2 binding | 0.06% of 190,000 active; in the data active means inhibition above about 40%; inconclusive means no clear call, values can overlap the other calls;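 further: 0% = no compound wells with probe peptide and 100% = reference peptide inhibitor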
# Target sequence (P10415 whole entry, looked up): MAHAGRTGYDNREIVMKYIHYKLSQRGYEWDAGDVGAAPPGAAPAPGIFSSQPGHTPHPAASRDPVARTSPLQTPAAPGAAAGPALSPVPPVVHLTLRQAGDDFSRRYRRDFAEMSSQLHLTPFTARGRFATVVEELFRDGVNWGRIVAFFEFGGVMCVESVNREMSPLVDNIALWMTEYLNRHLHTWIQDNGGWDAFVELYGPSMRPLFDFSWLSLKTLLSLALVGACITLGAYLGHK
# Bim-Bcl-B = inhibitors of Bim-Bcl-B interaction, human | 0.073% of 190,000 active | bead-based flow cytometry, Bim peptide-Bcl-B binding | AID 951 | inhibition, % at 10 µM;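 further: 0% = tracer peptide without compound and 100% = reference inhibitor peptide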
# Bfl-1 Bim block = inhibitors of Bim-Bfl-1 interaction, human; Q16548; Bead-based flow cytometry, Bim-Bfl-1 binding inhibition; AID 1008; 0.12% of 190,000 active; inhibition, % at 10 µM;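 further: 0% = wells without compound plus tracer and 100% = blocker peptide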
# RGS4-Gao reg = human RGS4-Galphao interaction regulation; AID 1415; 0.33% of 220,000 active; binding response (% of control), % at 10 µM; P09471; Multiplexed bead flow cytometry, RGS4-Galphao binding; actives lie on both sides; in the data active means binding response below about 49% or above about 150%; inactive means in between;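 further: fluorescent Galphao activated with aluminum fluoride binding bead-coupled RGS4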
# Bim-Bcl-XL = human Bim-Bcl-XL interaction inhibition | Bim peptide-Bcl-XL binding, bead flow cytometry, fluorescence | inhibition, % at 10 µM | 0.04% of 190,000 active | AID 1007
# * = called active by the depositor; ? = inconclusive; [ ] = another dose, or the depositor's remark. Unless noted, no stated cut-off is given here; in the data, active means inhibition above about 40%.
# Sample of the layout:
SMILES,Bim-Bcl-W,Mcl-1 Bim block,RGS7-Gao,RGS8-Gao reg,Mcl1 Bid PPI,GSH fluor,Bim-Bcl-2,Bim-Bcl-B,Bfl-1 Bim block,RGS4-Gao reg,Bim-Bcl-XL
C=CCOc1c(Br)cc(CNc2ccc(NC(=O)C(C)C)c(OC)c2)cc1OC,0,4,103,107,-21,11,6,0,4,107,8
CC1CCN(c2ncnc3c2cnn3Cc2ccc(Cl)cc2)CC1,-5,-11,98,102,-1,24,-8,-6,-3,99,-10

# The list itself, previewed entries included:
SMILES,Bim-Bcl-W,Mcl-1 Bim block,RGS7-Gao,RGS8-Gao reg,Mcl1 Bid PPI,GSH fluor,Bim-Bcl-2,Bim-Bcl-B,Bfl-1 Bim block,RGS4-Gao reg,Bim-Bcl-XL
C=CCOc1c(Br)cc(CNc2ccc(NC(=O)C(C)C)c(OC)c2)cc1OC,0,4,103,107,-21,11,6,0,4,107,8
CC1CCN(c2ncnc3c2cnn3Cc2ccc(Cl)cc2)CC1,-5,-11,98,102,-1,24,-8,-6,-3,99,-10
CCc1nnc(NC(=O)CN2CCN(C3CCCCC3)CC2)s1,1,1,100,101,35,5,-2,-3,-7,103,-2
CN(Cc1ccccc1)C(=O)c1ccco1,-1,0,103,101,-32,10,-3,-5,-6,102,-1
Cn1c(=Nc2ccc(N3CCOCC3)cc2)ccc2ccccc21,1,-3,100,102,-22,26,-9,-8,-11,99,-26
CC(NC(=O)Cn1c(NCCO)nc2ccccc21)C1CC2CCC1C2 (stereo not drawn),0,2,?,105,-42,12,1,0,-2,102,0
CCN1CCCC1CNC(=O)C(=O)Nc1ccccc1OC (stereo not drawn),-1,-2,153*[activator],104,-33,13,-8,-5,-13,101,-4
COc1ccc(NC(=O)c2ccccc2SC)c(OC)c1,-4,-2,?,97,-13,15,-3,-4,-7,96,-2
N#CC(C(=O)NC1CCCCC1)c1nc2ccccc2nc1N1CCN(c2ccccc2F)CC1 (stereo not drawn),0,0,104,103,-17,10,-1,-11,-3,102,0
Cn1cc([N+](=O)[O-])c(C(=O)Nc2ccc(C(=O)N3CCCCC3)cc2)n1,-1,-5,92,88,-30,10,10,-4,7,93,0
COc1ccc(CNC(=O)C2CCCN(S(=O)(=O)c3c(C)nn(C)c3C)C2)cc1 (stereo not drawn),3,0,96,103,-16,18,-6,-3,-8,102,-2
COc1cccc(/C=N/NC(=O)CSc2ccccc2C)c1O,-2,-1,107,108,-12,11,-4,-5,-11,109,0
NC(=O)c1c(NC(=O)CN2CCCC2)sc2c1CCCC2,-1,0,91,99,-26,22,0,0,-3,94,0
COc1ccc(C(=O)OCCN2CCCCC2)cc1,-6,1,100,102,-7,19,-5,-6,-6,105,-6
Cc1ccc2nc(S(=O)(=O)O)[nH]c2c1,0,-2,102,102,8,30,-6,-10,-16,100,-5
N#CCOC(=O)C1CSC2(c3ccc(Br)cc3)CCC(=O)N12 (stereo not drawn),-2,0,103,111,-7,11,-4,-6,-11,103,-2
CCN(CC)C(=S)Nc1ccc(C(=O)OC)cc1,0,-2,88,90,-49,22,-2,-2,-3,91,-2
Cn1cc(CN2CCC(C(=O)N3CCCCC3)CC2)c(-c2ccccc2F)n1,-7,2,111,101,-44,13,-3,-4,-9,102,-2
CCn1c2ccccc2c2cc(NC(=O)CSc3nccc(=O)[nH]3)ccc21,-3,1,101,100,-14,13,-2,0,-2,102,0
NC(=O)C1CCN(CC(=O)Nc2cccnc2Cl)CC1,-1,-1,99,99,-26,10,-2,-5,-2,101,-5
O=C(CCCN1C(=O)c2ccccc2C1=O)Nc1cccnc1,-5,-4,99,102,-5,21,-5,-7,-2,100,-7
CC1(C)Cc2c(sc3c2c(=N)n(Cc2ccco2)c(=O)n3CC(=O)Nc2cccc(Cl)c2)CO1,1,3,97,101,-49,6,-5,0,-11,98,-3
Cc1ccc(S(=O)(=O)N2CCCCC2)cc1NC(=O)COC(=O)c1c(F)cccc1F,1,1,?,100,-9,13,0,1,-4,100,0
COc1ccc(-c2csc(NC(=O)C3CC(=O)N(Cc4ccco4)C3)n2)cc1 (stereo not drawn),-9,-20,100,103,-15,8,-2,-2,0,100,-9
COC(=O)c1cc([N+](=O)[O-])c(-n2cncn2)c([N+](=O)[O-])c1,0,0,101,102,-24,11,-3,-3,17,99,-2
COc1ccc(/C=N/NC(=O)COc2cc(C)cc(C)c2)cc1COC(C)=O,0,2,104,107,-12,9,2,-2,0,105,0
Cc1ccc2cc(C#N)c(SCC(=O)NNC(=O)Cc3ccccc3)nc2c1,-6,-3,101,102,-26,11,2,-4,3,99,-5
Cc1cc(C(=O)Nc2ccccc2)oc1C,-4,1,86,96,-27,9,-1,0,-4,87,0
COC(=O)/C(=C\c1cc(OC)c(OC)c(OC)c1)c1nc2ccccc2[nH]1,-1,2,?,97,-7,13,0,-1,-2,96,0
CN1C(=O)C2(C(C#N)=C(N)Oc3c2oc(CO)cc3=O)c2ccccc21 (stereo not drawn),0,-3,103,102,1,26,-6,-8,-2,103,-17
CCO[C@@H]1OC(C(=O)NCc2ccccc2)=C[C@H](c2ccccc2)[C@H]1CCCO,0,-2,98,98,-11,18,-8,-4,-5,99,-1
CCOC(=O)c1ccc(N=Cc2nc(-c3ccccc3)oc2OC(C)=O)cc1,-4,-4,85,91,-33,24,0,-5,3,89,-3
CC(=O)NC1(C(F)(F)F)N=C(c2ccccc2)NC1=O (stereo not drawn),0,0,99,101,5,13,-2,-3,0,102,0
Cc1ccc(OCC(=O)c2cc(C)n(-c3ccccc3)c2C)c([N+](=O)[O-])n1,-1,-5,98,94,-4,11,-2,-10,2,98,-3
O=C(Nc1ccc2nc[nH]c2c1)c1ccco1,0,1,106,101,-8,23,-1,0,0,104,-1
N#CC(C(N)=O)=C1CCC2(CC1)OCCCCO2,4,3,100,99,-32,72,-2,-2,-2,98,-1
CN(Cc1ccon1)Cc1cn(C)nc1-c1ccc2c(c1)OCCO2,1,-2,98,101,-17,10,1,1,2,100,-1
CN(C)C(=O)N1CCC(C(=O)NCc2ccc(F)cc2Cl)CC1,-1,-1,110,102,13,26,-6,-9,-7,105,-2
Cc1nnc(N/N=C\c2ccc(-c3cccc(C(=O)O)c3)o2)n1N,4,2,95,101,-45,23,6,3,4,101,1
CC(=O)c1cccc(NC=C2C(=O)OC3(CCCCC3)OC2=O)c1,-1,-2,98,100,-2,31,3,-3,-3,101,-1
Cc1ccc2c(c1)NC(=O)C(CC(=O)NCCN(C)C)O2 (stereo not drawn),2,-2,106,101,-7,24,-9,-6,-8,101,-3
CC(C)Oc1ccc(NC(=O)Oc2ccccc2)cc1,-3,-2,99,100,-12,16,3,-1,-1,96,-2
CCOC(=O)/C(C#N)=C/c1c(Oc2cccc(C)c2)nc2c(C)cccn2c1=O,-1,-7,93,92,-9,13,-3,-4,-3,95,-4
CCOCCCNC(=S)N1C2CCC1CC(NC(=O)Nc1ccc(C(=O)OCC)cc1)C2 (stereo not drawn),-6,0,102,104,-35,13,-3,-9,-5,103,-5
COc1ccc(-n2c(=O)/c(=C\c3cccs3)s/c2=C(/C#N)C(=O)NCCN2CCOCC2)cc1,-2,0,?,100,-20,12,-1,-1,-3,100,-1
O=[N+]([O-])c1ccc(N2CCN(C(=S)NC3CCCCC3)CC2)cc1,-1,2,119,113,-17,19,1,-6,1,117,2
COc1ccc(-c2ccc(/C=C3/C(=N)N4C(C)=CSC4=NC3=O)o2)c([N+](=O)[O-])c1,-1,-1,96,100,17,10,-1,-6,3,98,-3
CCc1ccc(N2CC(C(=O)Nc3cc(C)on3)CC2=O)cc1 (stereo not drawn),-2,-3,104,102,-3,23,-4,-1,-6,101,-3
Cc1nn(C)cc1CN(C)C(=O)c1cc2nc(-c3ccco3)cc(C(F)(F)F)n2n1,0,0,102,104,-13,17,-2,-6,-9,104,-2
COCCN1C(=O)c2ccccc2C(C(=O)N2CCN(c3ccccn3)CC2)C1c1ccc(F)cc1 (stereo not drawn),1,0,94,97,-12,18,-1,-1,-6,88,-2
# (next part)
SMILES,Bim-Bcl-W,Mcl-1 Bim block,RGS7-Gao,RGS8-Gao reg,Mcl1 Bid PPI,GSH fluor,Bim-Bcl-2,Bim-Bcl-B,Bfl-1 Bim block,RGS4-Gao reg,Bim-Bcl-XL
Cc1cc(C(=O)NCCCN2CCCC2=O)no1,0,0,99,104,-5,15,-2,2,-1,102,0
COC(=O)c1ccccc1C(=O)N1CCCC(C(=O)c2cc(F)ccc2F)C1 (stereo not drawn),-1,-1,?,103,-42,12,-5,-1,-4,101,-1
COc1cccc(NC(=O)N(CCCN2CCOCC2)C(C)c2cc3ccccc3o2)c1 (stereo not drawn),-2,-2,80,82,-32,15,-1,-2,-3,79,-2
CCN(C(=S)NC(=O)CCc1ccccc1)c1ccccc1,-2,-6,104,106,-22,13,-2,-1,-3,101,-3
COc1cc(/C=N/NC(N)=O)cc([N+](=O)[O-])c1O,5,5,?,101,-11,19,4,0,1,101,7
CCC(CC)C(=O)Nc1cccc(/C(C)=N/NC(=O)c2c(Br)cnn2C)c1,0,1,91,84,-29,22,0,2,3,94,0
C/C(CCc1oc2ccc(Br)cc2c1-c1ccc(C)o1)=N/O,0,-1,101,104,0,18,6,-3,3,102,0
Cc1cc(NC(=O)CSc2ccc3nnc(-c4cccnc4)n3n2)no1,3,0,96,99,0,17,-2,-1,-9,103,-3
Cc1cc(NC(=O)CCC(=O)N(CC2CCCO2)C(C(=O)NC2CCCC2)c2cccnc2)no1 (stereo not drawn),0,-4,101,103,-6,13,-4,-5,-2,103,-2
CC(C)CCSc1nc2c(c(=O)[nH]c(=O)n2C)n1CCc1ccccc1,-2,0,92,96,-23,25,-1,-6,1,90,-2
COc1cc(OC)c2c(c1)C(=O)OC2,-4,-1,99,101,1,17,-4,-7,-14,98,-6
COc1ccc(NC(=O)CSc2nnc(Cn3c(=O)sc4ccccc43)n2C)cc1OC,-3,1,101,102,1,15,-4,-4,-8,102,-6
CC(C)c1ccc(C(=O)N2CCN(CCO)CC2)cc1,0,2,95,96,5,42,-5,-11,-10,96,13
COCCn1c(N2CCN(c3ccc(OC)cc3)CC2)nc2c1c(=O)[nH]c(=O)n2C,2,-6,101,103,-93,17,-9,-8,-8,103,-2
CC(=O)/C(=N/Nc1ccccc1)N1CCOCC1,4,3,99,100,-17,23,-1,-5,-10,99,1
CCn1cc(C(=O)NC2CCCCC2C)c(=O)c2ccc(C)nc21 (stereo not drawn),-4,-2,105,101,28,17,-1,2,0,104,0
CSc1nnc2c(n1)OC(c1ccc(C(=O)O)cc1)N(C(C)=O)c1ccccc1-2 (stereo not drawn),-1,-3,98,103,-16,20,-5,-4,-11,101,-6
CCOCc1nnc(NC(=O)CSc2ccccc2)s1,4,-3,106,100,9,59,-10,-7,-11,108,-1
COc1ccc(Br)cc1/C=N/NC(=O)CNC(=O)/C=C/c1ccccc1,-2,-2,102,101,-16,13,-2,-2,0,98,-3
CCOC(=O)C1=C(C)NC(=O)C(C(N)=O)C12CCCCC2 (stereo not drawn),-1,-1,99,102,-9,20,1,4,-1,102,3
CC(=O)O/N=C(/c1nonc1N)N(C)C,-4,-4,86,90,-12,16,-12,-11,-12,87,-5
CC(C)CN(C(=O)COC(=O)c1ccc2ccccc2n1)C1CCS(=O)(=O)C1 (stereo not drawn),-2,5,102,103,-18,8,1,0,0,102,0

# Assay outcomes as filed in PubChem.

# Compounds as they come; any-hit rate near 1.8%.
